GPR7 antag: antagonists of human GPR7 (neuropeptides B/W receptor 1); P48145; GPR7-expressing cells, fluorescence antagonist assay; 290,000 compounds, 1.1% hits; inhibition, % at 4.4 µM; AID 1861; in the data active = inhibition above about 16%, passing the limit was not always enough;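 also: cells stimulated with the agonist NPW; 0% = agonist with vehicle and 100% = vehicle without agonist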
Target sequence (P48145 whole entry, looked up): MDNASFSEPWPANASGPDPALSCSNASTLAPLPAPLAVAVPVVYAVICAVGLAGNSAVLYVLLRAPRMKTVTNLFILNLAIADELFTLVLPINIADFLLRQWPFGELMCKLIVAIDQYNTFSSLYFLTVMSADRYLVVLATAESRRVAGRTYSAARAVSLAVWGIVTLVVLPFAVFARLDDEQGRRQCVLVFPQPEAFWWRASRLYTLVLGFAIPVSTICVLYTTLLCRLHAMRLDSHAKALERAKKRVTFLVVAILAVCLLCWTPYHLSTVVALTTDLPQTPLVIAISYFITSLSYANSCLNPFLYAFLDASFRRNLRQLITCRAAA
CHO-K1 Ca antag: nonselective inhibitor or artifact in parental CHO-K1 cells; ATP-induced calcium, Fluo-8 fluorescence; 360,000 compounds, 0.6% hits; inhibition, % at 3 µM;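 active = inhibition above a per-plate cutoff, the plate's mean sample inhibition plus 3 SD, cut at about 24% in these data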;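 also: 0% = DMSO plus EC80 ATP and 100% = DMSO alone without ATP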
OXTR agonist: activates the human oxytocin receptor. activation, % at 3 µM. CHO-OTR cells, Fluo-8 calcium fluorescence; normalized: DMSO 0%, oxytocin 100%. 320,000 compounds, 0.32% hits. AID 2435;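 active = activation above the mean of all tested compounds plus 3 SD, cutoff set per screening run, cut at about 20% in these data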;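 also: peak over basal fluorescence ratio from a 100 s FLIPR kinetic read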
TAAR1 antagonist: antagonists of human TAAR1; CHO RD-HGA16 TAAR1, Fluo-8 calcium fluorescence, antagonist; inhibition, % at 3 µM; Q96RJ0; 360,000 compounds, 1.5% hits; AID 624466;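 active = inhibition above a per-plate cutoff, the mean inhibition of test compounds on that plate plus 3 SD, cut at about 49% in these data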;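 also: 0% = DMSO plus EC80 beta-PEA response and 100% = DMSO alone without agonist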
Target sequence (Q96RJ0 whole entry, looked up): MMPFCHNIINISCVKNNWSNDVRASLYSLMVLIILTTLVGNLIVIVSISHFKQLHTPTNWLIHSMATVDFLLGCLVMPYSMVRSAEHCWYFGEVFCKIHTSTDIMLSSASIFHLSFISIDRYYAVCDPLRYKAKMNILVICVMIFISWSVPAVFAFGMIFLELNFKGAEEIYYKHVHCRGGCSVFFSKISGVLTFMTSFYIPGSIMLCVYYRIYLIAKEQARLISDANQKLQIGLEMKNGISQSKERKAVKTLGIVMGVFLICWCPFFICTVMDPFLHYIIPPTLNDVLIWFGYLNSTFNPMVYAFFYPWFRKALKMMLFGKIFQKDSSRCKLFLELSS
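Material: RD-HGA16 CHO cells with stable hTAAR1 and Gα16; Dosing: single nominal final test compound concentration of 3 µM; Schedule: seeding 17-24 h prior, 75-min 37 °C, 30-min RT dye loading; Detection: kinetic Fluo-8 calcium fluorescence measurement; Measure: % inhibition from peak post-agonist over basal fluorescence ratio; Benchmarks: vehicle and agonist controls.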
CHO parental Ca: signal in parental CHO cells, OX1R antagonist counter-screen; parental CHO-K1, ATP-induced calcium, Fluo-8 fluorescence; inhibition, % at 5.6 µM; 330,000 compounds, 0.63% hits; AID 463079;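 active = inhibition above that plate's mean sample inhibition plus 3 SD, cut at about 26% in these data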;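 also: 0% = ATP-challenged DMSO wells and 100% = DMSO wells without ATP; some compounds past the cut are filed as inactive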
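Assay system: parental CHO cells; Read-out basis: percent inhibition of ATP-evoked calcium rise, normalized to controls; Benchmarks: ATP and no-ATP DMSO wells; Compound dosing: single nominal dose of 5.6 µM per compound; Signal: Fluo-8 calcium dye fluorescence; Also added: ATP as calcium-mobilizing challenge; Repeats: singlicate.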
M1 ag parental: counter-screen for M1 agonists: effect in parental CHO-K1 cells | AID 602248 | 360,000 compounds, 0.48% hits | activation, % at 3 µM | Fluo-8 calcium fluorescence; scaled to maximal ATP response, vehicle zero; in the data active = activation above about 15%;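 also: untransfected CHO-K1 host cells lacking M1 receptor as counterscreen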
M1 PAM parental: M1 PAM counterscreen hit in parental CHO-K1 cells | ATP EC20, Fluo-8 calcium fluorescence; 0% at ATP EC20, 100% at ATP max | 360,000 compounds, 0.02% hits | activation, % at 3 µM;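 active = activation above the run cutoff, the mean activation of all test compounds plus 3 SD, cut at about 40% in these data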;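 also: peak over basal fluorescence ratio in a 140 s read after ATP addition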
V1aR counter: counter-screen for oxytocin receptor agonists: human V1a receptor agonists. P37288. CHO-V1R cells, Fluo-8 calcium fluorescence, agonist mode; 0% DMSO, 100% 3 nM vasopressin. activation, % at 3 µM. 320,000 compounds, 0.25% hits. AID 2797;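 active = activation above the mean activation of all tested compounds plus 3 SD, per screening run, cut at about 20% in these data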;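 also: signal is peak over basal fluorescence ratio across a 100 second FLIPR read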
Target sequence (P37288 whole entry, looked up): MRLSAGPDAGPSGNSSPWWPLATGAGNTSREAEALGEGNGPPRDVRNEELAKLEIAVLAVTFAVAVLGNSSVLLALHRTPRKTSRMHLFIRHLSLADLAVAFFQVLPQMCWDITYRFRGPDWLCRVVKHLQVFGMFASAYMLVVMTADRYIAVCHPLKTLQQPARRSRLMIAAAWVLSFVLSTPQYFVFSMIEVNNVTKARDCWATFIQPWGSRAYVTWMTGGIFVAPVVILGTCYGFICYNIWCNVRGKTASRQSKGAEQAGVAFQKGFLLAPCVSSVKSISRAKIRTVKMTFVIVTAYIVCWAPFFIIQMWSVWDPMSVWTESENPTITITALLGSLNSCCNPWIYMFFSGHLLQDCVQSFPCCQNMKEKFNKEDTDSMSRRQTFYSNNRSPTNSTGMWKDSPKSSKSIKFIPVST
OXTR potentiate: human OXTR potentiation; P30559; CHO-OTR cells, Fluo-8 calcium fluorescence, potentiator mode; 0% = oxytocin EC15, 100% = EC100; activation, % at 3 µM; 320,000 compounds, 0.061% hits; AID 2445;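 active = activation above that plate's cutoff, the mean activation of tested compounds plus 3 SD, cut at about 6.6% in these data, passing the limit was not always enough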;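 also: 100% uses oxytocin at 75 nM as the full agonist control; some results filed as inactive read as strong as hits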
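Assay system: CHO-OTR cells, human receptor / Also added: oxytocin at about EC15, sub-maximal agonist stimulus / Dosing: single dose, 3.0 µM nominal final compound concentration / Incubation: 6 min pre-incubation, 100 s read / Technique: Fluo-8 calcium dye fluorescence / Read-out: % activation vs EC15 and EC100 oxytocin / Benchmarks: EC15 oxytocin low, 75 nM oxytocin high / Replicates: singlicate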
* marks the source's active call; other numbers are inactive results; / = not tested or not shown.

SMILES	GPR7 antag	CHO-K1 Ca antag	OXTR agonist	TAAR1 antagonist	CHO parental Ca	M1 ag parental	M1 PAM parental	V1aR counter	OXTR potentiate
COC(=O)CNC(=O)C(NC(=O)OCc1ccccc1)C(C)C (stereo unspecified)	1.3	-12.7	2.0	2.6	11.6	1.1	18.6	3.2	-5.8
O=c1ccc2cc([N+](=O)[O-])c(CCO)cc2o1	-12.5	-6.8	-0.1	-5.1	-10.7	0.8	7.6	1.2	0.3
CCCc1cc(=O)oc2c(C)c(OCC(=O)Nc3ccc(CN4CCOCC4)cc3)ccc12	2.7	-4.8	0.4	3.2	-7.1	1.8	-7.4	0.8	-3.3
Cc1cc(C)nc(N2CCC(C(=O)NCC3CCCCC3)CC2)n1	4.9	-13.1	/	/	/	0.5	23.1	/	/
CCOC(=O)C(=O)Nc1cc(C)nn1-c1nc2ccccc2[nH]1	-13.1	-0.7	0.0	-7.6	-15.0	0.8	10.0	-1.8	-3.5
CN(C(=O)c1cccc(NC(=O)Cc2cccc(NC(=O)C3CCCN(C(=O)C4CCC4)C3)c2)c1)C1CC1 (stereo unspecified)	/	-7.4	/	0.6	/	0.4	10.0	/	/
CCN1/C(=C/c2ccc3cccc(C)c3[n+]2CC)Sc2ccccc21	33.9*	23.6	17.7	29.1	66.4*	9.9	7.7	11.4	-10.6
Cc1ccsc1/C=N/Nc1nc(Cl)c(Cl)cc1Cl	-12.5	-1.4	-1.6	-24.1	-20.1	-1.2	-6.0	-0.8	-2.8
COCC(=O)OCC(=O)Nc1cc(C)c(C)cc1[N+](=O)[O-]	-8.4	8.4	0.1	3.8	-4.8	-0.5	-6.8	-0.4	0.5
C=CCN1C(=O)c2ccccc2Sc2ccc(C(=O)NCCC)cc21	-8.6	-9.2	-1.1	-5.8	-14.0	-0.4	6.9	-0.6	-8.0
O=C(O)C1Nc2c(O)cc(Cl)c([N+](=O)[O-])c2C2C=CCC12 (stereo unspecified)	-13.4	7.2	1.1	-5.6	-2.9	-0.4	-4.6	0.5	-3.8
O=[N+]([O-])c1ccc2c(c1)OCCOCCOCCOCCOCCOCCO2	-13.5	1.0	-0.4	-2.5	-9.8	-0.3	-4.7	-0.8	1.9
Fc1cccc(F)c1C(Nc1nncs1)Nc1nncs1	/	-12.1	/	-18.2	/	0.8	4.2	/	/
COc1ccc(Nc2ncnc3c2cnn3Cc2ccc(C)cc2)cc1	6.7	1.4	0.0	21.4	-17.6	2.6	9.0	1.9	-13.6
O=C(NC12CC3CC(CC(C3)C1)C2)c1ccc(Br)o1	-16.2	-13.0	-2.3	-13.5	-16.0	0.5	5.5	-1.4	2.6
COc1ccc(NCc2nnc(SCC(=O)Nc3cc(C(F)(F)F)ccc3Cl)o2)cc1	13.3	-9.6	7.4	1.3	-6.2	1.2	11.2	11.4	-11.9
CCOC(=O)C1CCN(C(=O)c2cc3c(OC)c(OC)c(OC)cc3[nH]2)CC1	0.5	-4.6	-1.0	2.0	-15.0	-0.7	1.9	0.1	-14.3
CCCC(O)(CCC)C(=O)NN(C(=O)CCl)c1ccccc1	-1.6	-6.3	0.3	-9.9	5.4	0.2	15.8	-0.2	-11.0
COc1ccc(CCNC(=O)C2CCCN(S(=O)(=O)N3CCCCCC3)C2)cc1OC (stereo unspecified)	3.3	-10.8	0.2	-16.1	-25.4	1.3	2.4	2.4	-4.3
COc1ccccc1NC(=O)c1ccc(NC(=O)CSc2nnnn2C)cc1	2.8	-2.4	5.0	18.0	-7.0	3.6	12.0	2.0	-2.7
C/C(=N/NC(=O)c1ccc(NC(=O)c2ccc(F)cc2)cc1)c1ccccc1	-3.3	0.0	0.3	28.9	-9.3	0.2	1.7	1.8	-0.4
CCOC(=O)c1c(NC(=O)CSc2nnnn2-c2ccc3c(c2)OCO3)sc(C)c1C	5.2	-3.1	0.6	-9.5	-1.2	0.1	13.8	13.9	5.1
CCN(CC)CCC(=O)N1c2ccccc2CCc2ccc(NC(=O)OC(C)C)cc21	-2.7	5.7	/	4.7	/	0.8	15.8	/	/
CCN1C(=O)[C@H]2[C@@H](c3ccc(C)cc3)N3C(=O)N(c4cccc(C)c4)C(=O)[C@@]3(Cc3ccccc3)[C@H]2C1=O	26.4	-15.8	-0.6	7.9	-25.9	0.3	-1.0	0.4	-4.1
OC[C@@H]1[C@@H](c2ccccc2)C(c2ccccc2)=NN1c1ccccc1	/	-5.8	/	3.9	-20.9	0.3	15.3	/	/
Carrying on:
SMILES	GPR7 antag	CHO-K1 Ca antag	OXTR agonist	TAAR1 antagonist	CHO parental Ca	M1 ag parental	M1 PAM parental	V1aR counter	OXTR potentiate
O=C(Nc1ccc(-c2nc3ccccc3[nH]2)cc1)c1ccc2c(c1)OCO2	-3.1	4.0	1.9	-7.5	1.6	2.8	-2.3	1.0	-0.8
O=C(CSc1nnc(-c2ccc(Cl)cc2Cl)n1C1CCCCC1)N1CCCC1	-4.2	11.4	-0.7	-12.2	-2.3	0.0	-7.5	-0.9	-2.8
CCOc1ccc(NC(=O)CCN2C(=S)NC(C)(C)CC2C)cc1 (stereo unspecified)	11.5	-10.7	-1.3	-1.8	-12.0	1.3	7.5	-0.8	-5.6
S=c1[nH]nc(-c2cccc(Cl)c2)n1Cc1ccccc1	-12.9	-4.1	-1.8	8.2	-13.5	0.1	13.7	-1.1	7.0
Cc1cc(NC(=O)c2ccco2)ccc1NC(=O)Cc1cccs1	-11.2	11.9	0.1	-4.7	9.0	0.5	-5.9	0.4	-10.2
CCO[C@@H]1OC(C(N)=O)=C[C@H](c2ccc(Br)cc2)[C@H]1CCCO	16.4	-9.9	3.1	0.0	-7.4	0.2	10.7	2.0	-5.1
Cn1c(SCC(=O)N(C2CCCCC2)C2CCCCC2)nnc1-c1cccs1	-7.5	-12.0	-1.6	-7.2	-23.4	1.2	9.6	-1.0	-3.2
Cc1nn(-c2ccccc2)c(-n2cccc2)c1C(=O)O	4.2	-14.0	-0.5	-3.1	7.3	6.0	23.4	1.0	2.7
O=C(O)COc1ccccc1/C=N/NC(=O)CSc1nc2ccccc2c(=O)n1-c1ccccc1	-13.0	-7.5	-0.5	-6.2	-18.0	0.5	4.1	1.1	-1.8
CNC(=S)N/N=C/c1c2ccccc2c(Cl)c2ccccc12	-10.3	7.7	-0.7	-3.7	-21.6	0.6	23.8	0.3	-3.8
CC[n+]1c(C)n(C)c2cc(S(=O)(=O)N(C)C)ccc21	-3.1	4.7	-0.6	-11.4	-1.6	-0.2	0.8	-0.1	-2.5
COc1cc(/C=C2\COC/C(=C\c3ccc(O)c(OC)c3)C2=O)ccc1O	-25.5	-0.7	5.2	45.5	-27.1	4.1	-4.4	3.5	-4.6
COCCNC(=O)C1(C)CCCN(Cc2cc(C)ccc2C)C1 (stereo unspecified)	/	11.2	/	4.5	/	0.5	-9.2	/	/
Cc1nc(SCC(=O)NC(C)(C)C)c2c(-c3cccs3)csc2n1	-2.1	6.1	-2.1	5.8	-24.2	0.0	-11.1	-1.6	1.9
c1csc(CNc2ncnc3ccc(-c4ccc5c(c4)OCCO5)cc23)c1	/	3.2	-1.0	15.5	-34.5	-1.1	-15.2	-0.8	-8.0
CCn1c2ccccc2c2cc(NC(=O)c3ccc(=O)oc3)ccc21	-7.5	1.6	1.2	-16.8	-17.9	3.2	-2.8	1.1	-3.9
COCCNC(=S)N(CCc1c(C)[nH]c2ccc(OC)cc12)Cc1cccnc1	-4.3	11.2	-0.3	-15.3	-13.0	0.5	-10.0	3.7	-3.5
Cc1cccnc1Nc1nc(-c2ccc(O)cc2)cs1	-4.2	-6.9	-1.6	6.6	-13.8	-0.1	13.6	-0.1	-2.0
COC(=O)CNC(=O)CNC(=O)c1nn(-c2ccc(OC)c(Cl)c2)c(=O)c2ccccc12	-10.9	1.3	-0.6	6.5	-6.5	1.1	1.4	-0.1	-15.7
CCCN1CCN(CCCNC(=O)Cn2nc(-c3ccc(C)cc3)ccc2=O)CC1	-12.4	-19.2	-0.3	-2.2	-14.4	-0.1	6.6	0.2	2.9
Cc1ccc(O)c(NC(=S)NC(=O)Cc2ccc(Cl)cc2)c1	99.0*	90.2*	73.3*	105.6*	99.3*	57.6*	-20.5	78.5*	-23.9
CCCCOc1ccc(C(=O)N(Cc2ccco2)C2CCS(=O)(=O)C2)cc1 (stereo unspecified)	0.9	-10.3	2.9	/	-16.7	6.0	20.2	4.1	-1.0
CCOc1ccc(N2Nc3n[nH]c(N)c3N2)cc1	-9.1	-6.2	-0.3	2.9	-10.4	0.2	15.5	-0.7	-7.4
Cc1cc(Br)cn2c(Cc3cccc(F)c3)c(-c3cccc(Br)c3)nc12	/	-7.1	/	25.3	/	-0.2	-0.4	/	/
CCCCS(=O)(=O)Nc1ccc(C(=O)NCC2CCCO2)cc1 (stereo unspecified)	-8.5	0.1	-0.5	-10.9	-4.9	-0.2	-2.8	1.5	-1.1
CC(=O)Nc1ccc(S(=O)(=O)NC2(C(F)(F)F)C(=O)NC(C)=C2C#N)cc1 (stereo unspecified)	-1.6	5.0	0.7	-6.3	-11.9	0.9	0.5	1.8	-2.7
O=C(Nc1nc2c(s1)CN(Cc1ccccc1)CC2)C1CCCC1	3.5	-11.2	0.1	-20.4	-14.1	0.2	-7.5	0.6	-2.5

3 entries from above, ordered by the number in OXTR potentiate, rising:
compound,GPR7 antag,OXTR potentiate
Cn1c(SCC(=O)N(C2CCCCC2)C2CCCCC2)nnc1-c1cccs1,-7.5,-3.2
CCCCS(=O)(=O)Nc1ccc(C(=O)NCC2CCCO2)cc1 (stereo unspecified),-8.5,-1.1
O=C(Nc1ccc(-c2nc3ccccc3[nH]2)cc1)c1ccc2c(c1)OCO2,-3.1,-0.8

A section from the list above, as a working copy:
SMILES	GPR7 antag	CHO-K1 Ca antag	OXTR agonist	TAAR1 antagonist	CHO parental Ca	M1 ag parental	M1 PAM parental	V1aR counter	OXTR potentiate
COC(=O)CNC(=O)C(NC(=O)OCc1ccccc1)C(C)C (stereo unspecified)	1.3	-12.7	2.0	2.6	11.6	1.1	18.6	3.2	-5.8
O=c1ccc2cc([N+](=O)[O-])c(CCO)cc2o1	-12.5	-6.8	-0.1	-5.1	-10.7	0.8	7.6	1.2	0.3
CCCc1cc(=O)oc2c(C)c(OCC(=O)Nc3ccc(CN4CCOCC4)cc3)ccc12	2.7	-4.8	0.4	3.2	-7.1	1.8	-7.4	0.8	-3.3
